TrxR1 substrate = is turned over as a substrate by rat TrxR1; 0.01% of 390,000 active; O89049; Potency, µM (doses to about 114 µM), inactives show top-dose activity change, negative = substrate turnover; purified TrxR1 substrate turnover, NADPH consumption readout; further: potency means the concentration at half of the fitted maximal effect; on the % scale 0 is the no-effect control and ±100 the full control effect; nearly all actives have a fitted effect of over 50% in size
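Rat TrxR1, dispensed at 90 nM, was prereduced with 400 uM NADPH (final) for 5 min at ~22 deg C, then incubated with compound 15 min before 400 uM selenite. A first-read NADPH fluorescence drop versus no-compound background flagged substrates.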
TrxR1 inh = blocks rat thioredoxin reductase 1; O89049; recombinant rTrxR1, NADPH fluorescence consumption, selenite substrate; Potency, µM (titrated, usually from 114 µM), for inactives: top-dose activity change, negative = inhibition, most hits filed as inhibitors; 1% of 390,000 active; AID 588453; further: potency means the concentration at half of the fitted maximal effect; on the % scale 0 is the no-effect control and ±100 the full control effect; nearly all actives have a fitted effect of over 65% in size
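Rat TrxR1 (90 nM in the dispensed reagent) was pre-reduced with 400 uM NADPH for 5 min at room temperature, then incubated with compound for 15 min. After 400 uM selenite was added, NADPH fluorescence (Ex 340/Em 450 nm) was followed for 8 min.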
IDH1 R132H inh = inhibitors of human mutant IDH1 R132H; Potency, µM (series often up to 76.6 µM), for the others: at the highest dose activity change, negative = inhibition, most hits filed as inhibitors; AID 602179; 0.093% of 390,000 active; IDH1-R132H enzyme, NADPH consumption, diaphorase/resazurin fluorescence; O75874; further: potency means the concentration at half of the fitted maximal effect; on the % scale 0 is the no-effect control and ±100 the full control effect; nearly all actives have a fitted effect of over 65% in size
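IDH1-R132H (0.5 ug/mL dispensed) in pH 7.5 Tris buffer was preincubated 30 min with compound, then given a substrate mix of 0.016 mM NADPH and 2 mM alpha-KG for 80 min at room temperature; remaining NADPH was read by diaphorase/resazurin fluorescence.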
TRHR enhancer = allosteric enhancers of human TRH receptor; TRHR cells, fluo-8 calcium fluorescence, EC20 TRH enhancement; enhancement, % at 2 µM; 0.66% of 360,000 active; in the data active means enhancement above about 30%; further: 0% is about no effect
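Enhancer read-out: after compound pinning and an initial kinetic agonist-mode read, an EC20 of TRH (10 nM final) was injected and fluo-8 calcium signal (Ex 480/Em 530) followed at 1 s/cycle for 100 cycles in TRHR-expressing cells.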
D2 agonist = agonists of human D2 dopamine receptor; P14416; HEK293 T-REx D2 cells, calcium flux agonist mode; activation, % at 2 µM; 0.53% of 340,000 active; AID 485358;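 active means activation over 3 SD above normal in the single-dose calcium agonist read, cut at about 30% in these data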; further: 0% is about no effect
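Tetracycline-induced HEK293 Trex cells with D2 receptor force-coupled to calcium signaling, plated overnight at 30 C and loaded with no-wash calcium dye. Calcium flux read kinetically for 180 s after compound addition; responses flag agonists.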
USP1-UAF1 inh = inhibitors of human USP1/UAF1 deubiquitinase; O94782; recombinant USP1/UAF1, Ub-Rhodamine cleavage fluorescence; Potency, µM (doses to about 57.1 µM), for the others: top-dose activity change, negative = inhibition, hits mostly inhibitors; 0.23% of 390,000 active; AID 743255; further: potency means the concentration at half of the fitted maximal effect; on the % scale 0 is the no-effect control and ±100 the full control effect; nearly all actives have a fitted effect of over 60% in size; inactives centre near -12
Target sequence (O94782 whole entry, looked up): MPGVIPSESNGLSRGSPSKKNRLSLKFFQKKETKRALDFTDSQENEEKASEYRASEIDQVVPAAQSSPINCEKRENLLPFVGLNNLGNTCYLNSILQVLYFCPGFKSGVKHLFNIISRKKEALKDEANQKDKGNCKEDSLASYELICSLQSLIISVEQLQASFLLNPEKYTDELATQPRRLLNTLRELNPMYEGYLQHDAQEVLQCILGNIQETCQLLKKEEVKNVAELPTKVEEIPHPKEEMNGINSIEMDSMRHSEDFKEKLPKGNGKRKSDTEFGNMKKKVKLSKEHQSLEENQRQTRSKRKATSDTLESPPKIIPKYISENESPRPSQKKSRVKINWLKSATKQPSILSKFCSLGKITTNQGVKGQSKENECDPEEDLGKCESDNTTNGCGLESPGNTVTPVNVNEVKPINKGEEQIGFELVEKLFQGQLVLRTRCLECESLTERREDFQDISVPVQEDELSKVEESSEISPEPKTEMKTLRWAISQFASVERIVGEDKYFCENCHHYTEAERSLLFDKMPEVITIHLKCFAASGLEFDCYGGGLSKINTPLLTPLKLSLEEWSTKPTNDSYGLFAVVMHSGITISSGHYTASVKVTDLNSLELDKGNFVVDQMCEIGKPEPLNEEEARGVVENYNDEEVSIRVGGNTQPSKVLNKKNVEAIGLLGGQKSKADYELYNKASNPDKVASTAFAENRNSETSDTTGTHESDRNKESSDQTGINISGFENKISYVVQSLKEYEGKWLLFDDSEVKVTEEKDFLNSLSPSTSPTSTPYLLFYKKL
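High-throughput fluorogenic screen: 1nM USP1/UAF1 complex, Ub-Rho substrate 150nM final, 50mM HEPES pH 7.8 with 0.5mM EDTA, 0.1 mg/ml BSA, 1mM TCEP and 0.01% Tween-20.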
PI4K2A block = inhibitors of human PI4K2A; Q9BTU6; purified PI4K2A, ADP-Glo luminescence, 1 h; stronger effect = lower value; activity change, negative = inhibition, % at 76.9 µM; 0.13% of 420,000 active; AID 1346378; in the data active means activity change below about -50%; inconclusive means mostly about -30% to -49%;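 further: -100% = wells without enzyme as full effect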
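PI4K2A activity was measured by ADP-Glo luminescence: enzyme (4 ug/mL stock) and phosphatidylinositol (1.2 mM stock) in Tris pH 7.5/MgCl2/EGTA/Triton X-100 buffer were reacted with ATP (300 microM stock) for one hour at ambient temperature.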
D2 antag = antagonizes the human D2 dopamine receptor. inhibition, % at 10 µM. HEK293 TREx D2 cells, calcium flux, dopamine EC80. P14416. 2% of 340,000 active; in the data active means inhibition above about 30%; further: 0% is about no effect
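Calcium flux kinetic readout in an inducible HEK293 TREx D2 line plated overnight at 30 C. After 180 s compound exposure, an EC80 dopamine challenge follows with another 180 s kinetic read to detect antagonism.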
TRHR agonist = agonists of human TRH receptor | TRHR cells, calcium flux fluo-8, FDSS agonist mode | P34981 | activation, % at 2 µM | 0.18% of 360,000 active; in the data active means activation above about 30%; further: 0% is about no effect
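Fluo-8-loaded TRHR cells; 10 s baseline, compound added, kinetic Ca2+ fluorescence read 1/s, agonist mode.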
Active calls of the source: *; ? = inconclusive; / = no result given; & = joins results of further samples; [ ] = dose if it differs, or a comment. Unless noted, the call rests on the fitted dose curve; in most records, active means well fitted inhibition curve with a large enough effect; inconclusive means small, poorly fitted or top-dose-only effect; inactive means no such curve, though single readings can be large or run the other way.

Results follow in this order: D2 agonist	PI4K2A block	D2 antag	TRHR enhancer	TrxR1 substrate	TRHR agonist	USP1-UAF1 inh	TrxR1 inh	IDH1 R132H inh
> Cc1cc(NC(=O)COc2ccc3ccccc3c2)no1
 : 1.1	-3.9	8.9	1.5	6.5%	0.1	-3.1%	27.4%	7.9%
> O=C(c1cccc(Cl)c1)N1CCC(c2nc3ccccc3[nH]2)CC1
 : -1.7	6.2	-2.2	3.9	0.4%	-0.5	-10.9%	15.5%	-8.3%
> CC(=O)N1CCCc2cc(S(=O)(=O)N3CCC(C(=O)NCCC(C)C)CC3)ccc21
 : 0.3	-1.7	/	-1.1	9.0%[57.1 µM]	0.0	?	36.1%[57.1 µM]	20.0%
> CN(Cc1ccc(-n2cccn2)cc1)Cc1cn(C)nc1-c1ccccc1F
 : 1.0	0.1	0.9	-2.8	4.2%	-0.9	?	10.8%	9.7%
> CCC(NC(=O)CCc1ccccc1)c1ccccc1 (stereo not given)
 : -0.8	-25.0	8.9	4.1	3.9%[57.1 µM]	0.3	-13.1%	3.0%	0.9%
> CCOC(=O)c1ccccc1NC(=O)c1nn(C)c2c1COc1ccccc1-2
 : 0.5	-7.8	/	-1.4	-0.1%	0.9	0.6%	?	0.0%
> CCc1nnc(NC(=O)CCC(=O)N2CCN(Cc3cc(Cl)ccc3OC)CC2)s1
 : 0.2	-0.1	-19.2	64.0*	-7.8%	-0.3	0.5%	-6.4%	1.9%
> COc1ccc(COC(=O)C2=C(C)NC(=O)NC2c2ccc(O)c(OC)c2)cc1 (stereo not given)
 : -0.3	0.5	-5.1	-1.8	2.4%	0.5	10.7%	-0.6%	1.0%
> C#CCOCCOCCOCCNc1nc(N2CCOCC2)nc(N2CCN(C(=O)[C@H](CCCCN)n3cc(CCC(=O)O)nn3)CC2)n1
 : /	-5.1	/	/	5.0%[57.1 µM]	/	-10.0%	13.4%[57.1 µM]	-7.3%
> O=C(NCc1ccc(OC(F)(F)F)cc1)C1CC2Cn3c(nc4ccccc43)C2N1Cc1ccccc1 (stereo not given)
 : 0.0	1.1	7.6	-1.2	-2.6%	0.3	-21.5%	0.0%	6.6%
> O=C(NCC1CCCO1)c1cnn2c(C(F)F)cc(C3CC3)nc12 (stereo not given)
 : /	-10.0	/	-1.5	9.6%	-1.2	-14.1%	3.9%	0.0%
> CCOc1ccc(CNC(=O)c2ccc3c(c2)c(C)c(C)n3Cc2ccccc2)cc1OC
 : 0.1	-0.3	/	-5.4	4.4%[57.1 µM]	0.2	-6.4%	26.2%[57.1 µM]	6.6%
> COc1ccc(/C=N\NC(=O)C2=NNC(=O)C2C)cc1 (stereo not given)
 : /	-3.7	/	/	-5.5%	/	-4.1%	-0.1%	11.2%
> O=C(NC1CCN(C(=O)c2cccs2)CC1)c1ccccc1
 : 0.7	4.2	-7.5	26.3	5.2%	-0.9	-20.3%	26.9%	-7.3%
> O=C(COC(=O)Cc1ccc(S(=O)(=O)N2CCOCC2)s1)Nc1ccccc1Cl
 : /	2.8	/	/	-2.3%	/	-7.3%	15.2%	2.7%
> CS(=O)(=O)N1CCc2cc(C(=O)N3CCN(c4ccc(F)cc4)CC3)ccc21
 : 0.1&-0.8	-1.1&-0.5	0.3	4.8&15.8	2.7%&-1.3%	-0.7&-1.2	-26.5%&-15.6%	23.1%&0.5%	-4.9%&18.8%
> COc1ccc(-c2cc3nc(C)c(CCC(=O)N4CCN(c5ccc(F)cc5)CC4)c(C)n3n2)c(OC)c1
 : -0.2	-1.8	/	6.1	56.5%[activator]	-0.2	-26.5%	132.1%[activator]	13.0%
> CCC(=O)Nc1cccc(NC(=S)NC(=O)Cc2ccccc2)c1
 : -0.1	1.1	-25.4	18.2	-6.5%	0.2	1.6%	?	-2.3%
> O=C(CSc1nnc2ccc(-c3cccnc3)nn12)Nc1ccccc1F
 : 0.2	-7.8	0.5	-2.0	9.2%	0.1	-15.2%	15.8%	-0.5%
> Nc1cc(C(=O)O)ccc1N1CCCCC1
 : 0.3	8.0	2.7	-0.3	7.5%	0.6	-17.2%	-10.0%	8.0%
> CC(=O)CCc1c(C)c2cccc(C)c2[nH]c1=O
 : 0.9	-1.1	-20.5	7.2	17.1%	-0.5	-12.4%	35.4%	2.1%
> O=C(CN(c1cccc(C(F)(F)F)c1)S(=O)(=O)c1ccc(Cl)c([N+](=O)[O-])c1)NCc1ccccc1Cl
 : 0.1	8.4	-4.7	0.8	-5.2%	0.5	-9.6%	-19.0%	-3.7%
> Cc1csc2nc(O)c(C(=O)NCCCN3CCCC3=O)c(=O)n12
 : -0.1	-4.5	-11.9	-3.6	0.0%[57.1 µM]	0.5	-19.4%	-0.3%[57.1 µM]	2.9%
> COc1ccc(S(=O)(=O)NNC(=O)Nc2ccc(F)cc2F)c(OC)c1
 : 0.1	2.8	0.5	-3.5	-2.3%	-0.1	4.5%	7.7%	0.8%
> COc1ccc(C(C)=O)cc1COC(=O)CCC(=O)N(CC(C)C)c1c(N)n(CC(C)C)c(=O)[nH]c1=O
 : 0.5	-0.7	0.4	-3.3	-5.6%	-0.4	1.4%	1.6%	5.3%
> O=S(=O)(Nc1ccc(-c2ccc3nncn3n2)cc1)c1ccccc1Cl
 : -1.2	-6.8	-21.8	-13.0	-2.9%	-1.0	-11.5%	-4.2%	5.9%
> Cc1cc(C)n2nc(SCC(=O)N3CCCC(C)C3)nc2n1 (stereo not given)
 : /	-2.0	/	/	7.5%[57.1 µM]	/	-2.5%	16.5%	3.2%
> COc1ccc(-c2nc(CSCC(=O)NCC3CCCO3)c(C)o2)cc1OC (stereo not given)
 : -0.2	6.3	12.7	13.6	16.3%	0.6	-22.3%	-11.7%	0.0%
> NS(=O)(=O)c1ccc(NNC(=O)c2ccc(Br)o2)c([N+](=O)[O-])c1
 : /	-26.1	/	/	-6.1%[11.4 µM]	/	-2.9%	-26.1%[11.4 µM]	3.6%
> COc1ccc(Nc2nc3cc(C)ccc3cc2C#N)cc1
 : -0.1	-6.0	-10.2	4.7	2.2%	1.2	-17.7%	18.7%	12.1%
> CC(C)(C)C(=O)Nc1nc(-c2ccc3c(c2)OCO3)cs1
 : -0.6	4.8	-2.5	3.1	-1.2%	-0.6	-16.0%	3.8%	10.7%
> COc1ccc(-n2nc3c(N4CCCC(C(=O)NCCc5ccc(C)cc5)C4)nnc(C)c3c2C)cc1 (stereo not given)
 : 0.5	0.7	/	1.1	18.5%	-1.1	-29.6%	27.9%	-9.5%
> CC(C)CN(CCNC(=O)CC1Oc2ccccc2NC1=O)CC(C)C (stereo not given)
 : -1.1	-4.7	-1.3	-1.5	-8.5%	0.5	-17.9%	-5.8%	0.7%
> CCOC(=O)c1c(CC(C)C)csc1NC(=O)COC(=O)c1cc(OC)c(OC)cc1[N+](=O)[O-]
 : -1.8	-1.3	9.9	8.8	-1.7%	-1.1	-14.7%	22.8%	20.9%
> COC(=O)c1cc(Br)c(=O)n(-c2ccccc2OC)c1
 : -0.4	5.1	-12.4	-12.2	-7.3%	-0.1	-10.8%	-2.4%	7.1%
> CCC(C)NC(=O)Cn1c(=O)n(CCCCCC(=O)Nc2ccccc2)c(=O)c2sccc21 (stereo not given)
 : -0.2&0.5	0.3&1.9	-5.1	-4.4&-7.2	-5.9%&-13.0%	-1.7&-0.3	3.8%&8.0%	3.5%&-3.3%	-2.7%&5.5%
> COc1ccc(C(=O)NCc2nnc(SCC(=O)NC3CCCC3)o2)cc1
 : -0.1	0.5	4.4	1.8	3.9%	1.4	-23.8%	17.5%	-7.5%
> CC(=O)N1CCCC1c1nc2ccccc2n1Cc1ccc(F)cc1 (stereo not given)
 : 0.4	1.4	/	-1.8	-3.4%	0.4	-20.9%	7.1%	-7.2%
> CCCCCNC(=O)C(=O)NCC(c1ccc2c(c1)OCO2)N1CCOCC1 (stereo not given)
 : -0.3	0.6	/	-1.8	-1.9%[57.1 µM]	-0.4	-21.5%	23.0%[57.1 µM]	-15.6%
> Cc1ccc(C)c(N2CCN(C(=O)C3CCCN(c4ncnc5c4nc4n5CCCCC4)C3)CC2)c1 (stereo not given)
 : -0.6	-0.4	3.5	1.7	1.0%	-0.6	?	-3.4%	-18.0%
> O=C(c1ccc2ccccc2n1)N1CCN(c2ccccn2)CC1
 : 0.3	7.4	-23.0	4.5	4.8%[57.1 µM]	-0.1	-9.7%	1.2%	0.7%
> O=C(NCc1ccc(Cl)cc1)NC1COc2ccccc2C1 (stereo not given)
 : 0.3	1.3	/	4.4	-6.4%[57.1 µM]	-0.3	?	14.4%[57.1 µM]	-1.0%
> O=[N+]([O-])c1cc(S(=O)(=O)NCCc2ccccn2)ccc1Cl
 : 0.1	-1.6	9.7	1.5	2.2%	-0.1	-5.1%	-7.6%	1.3%
> COc1cc(-c2noc(C)c2C(=O)N[C@@H](CO)Cc2ccccc2)cc(OC)c1OC
 : /	-3.3	/	/	5.6%	/	-12.3%	12.3%	19.8%
> Clc1ccc(N2CCN(c3ncnc4c3nc3n4CCCC3)CC2)cc1
 : /	-1.0	/	-12.9	-5.6%	0.2	20.8%	15.7%	-5.4%

Look-ups from the results shown.
In D2 antag, `O=C(c1ccc2ccccc2n1)N1CCN(c2ccccn2)CC1` has -23.0
In TRHR agonist, `Cc1csc2nc(O)c(C(=O)NCCCN3CCCC3=O)c(=O)n12` has 0.5

Of the compounds above, these have a COOH group:
Results follow in this order: D2 agonist	PI4K2A block	D2 antag	TRHR enhancer	TrxR1 substrate	TRHR agonist	USP1-UAF1 inh	TrxR1 inh	IDH1 R132H inh
> C#CCOCCOCCOCCNc1nc(N2CCOCC2)nc(N2CCN(C(=O)[C@H](CCCCN)n3cc(CCC(=O)O)nn3)CC2)n1
 : /	-5.1	/	/	5.0%[57.1 µM]	/	-10.0%	13.4%[57.1 µM]	-7.3%
> Nc1cc(C(=O)O)ccc1N1CCCCC1
 : 0.3	8.0	2.7	-0.3	7.5%	0.6	-17.2%	-10.0%	8.0%
